S100A4 inh HTS – S100A4-myosin IIA interaction inhibition; P26447; S100A4/TAMRA-MyoIIA peptide fluorescence polarization; inhibition, % at 10.7 µM; 0.14% of 360,000 active; AID 652163;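 active = mean inhibition of at least 70% across replicates, with every replicate also reaching that level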
Target sequence (P26447 whole entry, looked up): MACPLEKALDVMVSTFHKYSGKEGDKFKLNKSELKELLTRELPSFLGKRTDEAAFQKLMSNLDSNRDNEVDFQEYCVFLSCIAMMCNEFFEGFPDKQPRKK
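Material: S100A4 monomer protein | Medium: HEPES pH 7.2 with CaCl2, KCl, NaCl, DTT, Triton | Reagent: Labelled myosin peptide probe, 5 nM | Doses: One dose per compound | Times: 5 min incubation before reading | Benchmarks: Neutral control DMSO, positive control TFP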
LGR2 inh – Drosophila LGR2 receptor signaling inhibition. AID 720647. HEK293 LGR2, CRE-luciferase, bursicon-stimulated, 4 h. 0.35% of 380,000 active. inhibition, % at 9.99 µM;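 active = drop in luminescence signal, shown as inhibition above about 50% in the replicate tests, limit read from the data, passing the limit was not always enough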;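 also: agonist challenge used bursicon conditioned medium at about half maximal strength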
C2C12 statin – protects C2C12 myotubes from simvastatin toxicity. 0.78% of 330,000 active. rescue of ATP level, % at 7.49 µM. ATP luminescence, 48 h; scaled: DMSO 0, geranylgeraniol control 100;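 active = mean ATP rescue above about 67%, or every replicate alone reaching that limit, limit read from the data, passing the limit was not always enough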;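 also: myotubes were challenged with 10 µM simvastatin during compound exposure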
esBAF inh – SWI/SNF esBAF complex inhibition; mouse ES cells, Bmi1-luciferase knock-in reporter, 24 h; 100% = twice the neutral-well signal; reporter increase, % at 12.5 µM; 2% of 350,000 active; in the data active = activation above about 40%;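 also: 0% = median of the plate's neutral control wells and 100% = double that signal; a rise in the Bmi1 reporter signal indicates esBAF inhibition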
SIRT5 block – blocks human SIRT5 desuccinylation of peptide; inhibition, % at 15 µM; Purified SirT5, succinyl-peptide AMC, trypsin-coupled fluorescence; AID 652115; 1.1% of 330,000 active; in the data active = inhibition above about 15%
Target sequence (Q9NXA8 whole entry, looked up): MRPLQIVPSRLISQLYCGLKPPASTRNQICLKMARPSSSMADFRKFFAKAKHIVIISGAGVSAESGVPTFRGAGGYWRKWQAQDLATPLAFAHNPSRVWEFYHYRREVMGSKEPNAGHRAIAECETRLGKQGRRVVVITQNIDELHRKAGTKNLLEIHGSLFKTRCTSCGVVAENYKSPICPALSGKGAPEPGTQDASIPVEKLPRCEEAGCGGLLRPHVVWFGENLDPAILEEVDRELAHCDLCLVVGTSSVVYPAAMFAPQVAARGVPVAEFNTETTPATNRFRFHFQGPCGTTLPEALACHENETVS
FN deposit inh – fibronectin deposition inhibition; AH1F fibroblasts, Alexa488-fibronectin deposition fluorescence, overnight; inhibition, % at 12.6 µM; 0.086% of 350,000 active; AID 743247;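 active = mean inhibition across replicates of 30% or more, regardless of how many single replicates reach that level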;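 also: positive control wells lacked labelled fibronectin entirely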
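Measured by – fluorescence 485/525 nm · System – AH1F fibroblast monolayer, labelled fibronectin deposition · Amount – 10000 cells per well · Buffer or medium – serum-reduced DMEM (2% serum) · Doses – single dose, pinned · Also added – fluorescent fibronectin at 24 nM final · Schedule – 1 h cell attachment, overnight exposure to compound and label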
CASP6 VEID inh – blocks human caspase-6 cleavage activity; inhibition, % at 12.5 µM; purified caspase-6, Z-VEID-R110 cleavage fluorescence; P55212; 0.53% of 350,000 active; AID 686996;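 active = mean inhibition across replicates at least about 35%, with every replicate also reaching that limit, limit read from the data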;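 also: 0% = median of neutral control wells and 100% = no fluorescence left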
Target sequence (P55212 24-179 limits assumed): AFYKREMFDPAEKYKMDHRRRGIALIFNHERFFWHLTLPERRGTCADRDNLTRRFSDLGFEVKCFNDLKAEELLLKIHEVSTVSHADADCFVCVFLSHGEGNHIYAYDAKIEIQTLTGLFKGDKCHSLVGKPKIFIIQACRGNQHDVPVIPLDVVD
Target sequence (P55212 194-293 limits assumed): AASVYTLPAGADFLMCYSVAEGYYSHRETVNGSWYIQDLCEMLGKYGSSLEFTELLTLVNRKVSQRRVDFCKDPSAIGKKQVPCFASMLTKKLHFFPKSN
An asterisk follows results filed as active; · = no result given; & = joins results of further samples.

SMILES	S100A4 inh HTS	LGR2 inh	C2C12 statin	esBAF inh	SIRT5 block	FN deposit inh	CASP6 VEID inh
CC(C)c1ccc(S(=O)(=O)Nc2ccc(N3CCOCC3)cc2)cc1	0.4	-11.3	5.1	4.9	-2.0	-12.0	-4.6
COc1ccc(NC(=O)CSc2n[nH]c(C)c2[N+](=O)[O-])cc1	3.3	-25.3	7.7	0.0	1.8	13.4	1.6
Cc1n[nH]c(=O)c2c(NC(=O)CSc3nnc(-c4ccco4)n3C)oc(C)c12	-8.6	15.8	32.6	-6.6	-3.9	3.2	-1.0
CCCNC(=O)N1C[C@@H](C)[C@@H](OC)CN(C)C(=O)c2cc(NC(=O)CC)ccc2OC[C@H]1C	7.5	6.7	-5.6	-3.2	-0.6	-2.7	0.0
Cc1ccc(S(=O)(=O)Nc2ccc3c(c2)CC(=O)N([C@@H](C)CO)C[C@@H](C)[C@H](CN(C)C(=O)Nc2ccc(F)cc2)O3)cc1	-1.7	-8.1	-3.0	-1.2	-1.2	·	0.0
COc1ccccc1/C=C/C(=O)OC(C)CN1CCCCC1 (configuration not stated)	-1.8	22.0	0.7	-4.0	2.8	0.8	-5.7
CCOC1=C2CN(S(=O)(=O)c3ccc(C)cc3)[C@H](c3ccccc3)C[C@H]2[C@H]2C(=O)N(c3ccccc3)C(=O)[C@H]2C1	4.8	3.0	-10.4	10.5	-0.5	·	-2.5
COc1ccc(CN(C)C[C@H]2Oc3ccc(NC(=O)CCCCCC(=O)Nc4ccccc4N)cc3CC(=O)N([C@@H](C)CO)C[C@@H]2C)cc1	-4.2	-34.8	·	·	9.5	·	3.9
Cc1ccc(S(=O)(=O)N2[C@@H](c3cccc(Cl)c3)C(C(=O)OC(C)(C)C)=CC[C@H]2c2ccc(C(C)C)cc2)cc1	-2.9	-9.3	5.2	-2.7	-4.9	·	-5.6
COc1cc(NC(=O)c2ccc3c(c2)C(=O)N(CCC(C)C)C3=O)c(C(=O)O)cc1OC	1.8	·	-4.2	-6.7	-1.1	-13.2	1.0
C[C@H](CO)N1C[C@H](C)[C@H](CN(C)S(=O)(=O)c2cccs2)Oc2ncc(-c3ccccc3)cc2C1=O	1.2	-12.1	12.2	3.8	-3.7	-7.6	-0.1
O=C(NC1CCN(C(=O)Nc2cccc(Cl)c2)CC1)c1ccccc1	1.2	-3.1	-1.3	-4.5	-0.4	4.6	-3.8
CCOc1ccc(NC(=O)CSc2nc3ccccc3nc2N2CC(C)OC(C)C2)cc1 (configuration not stated)	-1.9	·	10.8	-2.7	1.7	-5.6	2.6
CC(=O)N1CCN(c2ccccc2NC(=O)COc2cc(C)cc(C)c2)CC1	-6.6	20.9	35.3	-1.9	-3.9	3.7	·
CCOc1ccccc1NC(=O)NCc1ccco1	0.6	28.0	4.6	-1.1	-2.9	6.8	1.4
COc1ccc(CN(C)C[C@H]2Oc3ccc(NS(=O)(=O)c4cccs4)cc3C(=O)N([C@H](C)CO)C[C@H]2C)cc1	-4.7	-1.2	25.2	-1.9	-4.5	0.6	2.4
Cc1csc(NC(=O)CSc2nnc3ncccn23)n1	·	-10.9	9.3	3.3	·	3.4	·
Cc1c(C(=O)NCC(c2ccco2)N(C)C)oc2c(Cl)cccc12 (configuration not stated)	-6.7	13.4	-12.0	-0.1	-1.5	-6.1	-1.7
Cc1ccc2c(c1)N(CC(=O)N1CCOCC1)C(=O)CO2	-4.7	13.3	-63.6	-5.2	1.3	-1.5	-4.5
Cc1ccccc1NC(=O)c1cccc2nc3ccccc3nc12	·	·	15.7	0.8	·	-4.9	·
O=C1C2C(c3ccccc3)CC=CC2[C@H](c2cccc([N+](=O)[O-])c2)N1Cc1ccccc1 (some centres not stated)	0.7	4.8	-3.7	0.4	6.3	0.0	-0.3
O=C(Nc1ccc(S(=O)(=O)Nc2cnc3ccccc3n2)cc1)c1ccc([N+](=O)[O-])cc1Cl	-6.0	-21.0	15.0	13.3	1.6	-3.4	2.4
C#CCOCCOCCOCCNc1nc(N2CCN(C(=O)Cn3cc(CCO)nn3)CC2)nc(N2CCN(C(=O)[C@H]([C@@H](C)CC)n3cc(CCCN=C(N)N)nn3)CC2)n1	·	-4.5	15.0	-12.0	·	-0.5	·
COc1ccccc1CCN1CCCC(CN(C)C(=O)c2ccc3nc[nH]c3c2)C1 (configuration not stated)	-2.2	21.1	-1.2	-0.1	0.6	3.7	-8.8
CCc1ccc(NC(=O)CSc2nnc(CNC(=O)c3ccco3)o2)cc1	-9.0	5.8	12.5	-4.6	-0.6	-0.2	0.1
O=C(CN1CCN(S(=O)(=O)c2ccc3ccccc3c2)CC1)Nc1ccc(N2CCOCC2)cc1	-1.5	5.2	·	·	-0.3	-17.6	3.2
O=C(COc1ccccc1F)NNC(=O)c1ccc2c(=O)n3c(nc2c1)CCC3	-2.8	-8.2	-1.2	-2.5	-2.3	7.0	-0.1
COc1ccc(Nc2nnc(SCC3CCCCO3)s2)cc1 (configuration not stated)	-1.6	-57.5	14.5	12.2	-1.1	·	3.1
Cn1c(N)c(C(=O)CSc2ncn[nH]2)c(=O)n(C)c1=O	-0.1	2.4	8.2	-2.4	2.3	-3.1	0.3
CS(=O)(=O)N1[C@H](C#N)[C@H](c2ccc(C#CC3CCCCC3)cc2)[C@H]1CO	-7.2	-38.5	-12.4	0.5	2.8	5.0	4.5
CCOc1ccccc1NC(=O)Nc1ccon1	-2.4	8.9	7.2	-1.0	-7.2	-4.1	1.4
Cc1cc(C)cc(OC(=O)COc2ccccc2C)c1	1.3	-8.3	·	·	0.4	-3.2	1.8
CCCc1cc(C(=O)NNC(=S)NC2CCCCC2)cs1	-0.9	-44.6	·	·	-4.2	-9.4	-3.8
C=CCn1c(SCC(=O)Nc2c(C)n(C)n(-c3ccccc3)c2=O)nc2sc(C)c(-c3ccccc3)c2c1=O	·	·	19.2	1.0	·	-4.1	·
Cn1c(SCC(=O)NC(=O)Nc2ccccc2)nnc1-c1ccncc1	-1.4	·	·	·	-3.6	-7.7	-7.7
CC1CN(C(=O)COC(=O)COc2ccc(C#N)cc2)CC(C)O1 (configuration not stated)	0.2	5.8	-7.1	-0.2	-0.2	-4.0	0.5
C[C@H]1CN([C@@H](C)CO)C(=O)c2cccc(NC(=O)c3nc4ccccc4s3)c2O[C@H]1CN(C)S(=O)(=O)c1cn(C)cn1	-4.3	-13.8	-19.4	-1.9	0.7	6.4	-6.7
C[C@H](CO)N1C[C@H](C)[C@H](CN(C)C(=O)c2ccncc2)OCc2cn(nn2)CCCC1=O	·	6.2	7.9	-2.1	·	2.9	·
COc1cccc(N2CCN(S(=O)(=O)c3ccc(-c4coc(C)n4)cc3)CC2)c1	10.8	-1.3	8.0	10.2	-3.8	-6.6	-3.1
CC(C)NC(=O)Nc1ccc2c(c1)C(=O)N([C@H](C)CO)C[C@@H](C)[C@H](CN(C)S(=O)(=O)c1ccc(Cl)cc1)OCCCC[C@@H](C)O2	22.2	8.6	·	1.3	11.8	-2.5	1.4
C[C@@H]1CCCCO[C@H](CN(C)C(=O)NC2CCCCC2)[C@@H](C)CN([C@@H](C)CO)C(=O)c2cc(NS(=O)(=O)c3cccs3)ccc2O1	-4.9	15.6	-21.8	-1.6	6.5	·	5.4
CCC(=O)N/N=C(\C)CC(=O)Nc1ccc(F)cc1	-8.8	-12.9	·	·	-4.7	0.7	1.2
O=C(N/N=C/c1cccnc1)c1cccc(NC(=O)c2ccccc2Cl)c1	-2.5	-22.7	-4.2	5.1	2.2	1.8	-2.6
CO[C@@H]1CN(C)C(=O)c2cc(NC(=O)Cc3ccccc3)ccc2OC[C@H](C)N(C)C[C@H]1C	-5.6	22.1	1.4	-2.9	2.3	·	-0.7
COc1cc(/C=N/N2CCOCC2)ccc1OCc1ccc(Cl)cc1	3.6	-59.6	·	·	0.3	-8.2	-0.2

Among those listed so far, these contain a nitro group on carbon:
SMILES	S100A4 inh HTS	LGR2 inh	C2C12 statin	esBAF inh	SIRT5 block	FN deposit inh	CASP6 VEID inh
COc1ccc(NC(=O)CSc2n[nH]c(C)c2[N+](=O)[O-])cc1	3.3	-25.3	7.7	0.0	1.8	13.4	1.6
O=C1C2C(c3ccccc3)CC=CC2[C@H](c2cccc([N+](=O)[O-])c2)N1Cc1ccccc1 (some centres not stated)	0.7	4.8	-3.7	0.4	6.3	0.0	-0.3
O=C(Nc1ccc(S(=O)(=O)Nc2cnc3ccccc3n2)cc1)c1ccc([N+](=O)[O-])cc1Cl	-6.0	-21.0	15.0	13.3	1.6	-3.4	2.4

Continued:
SMILES	S100A4 inh HTS	LGR2 inh	C2C12 statin	esBAF inh	SIRT5 block	FN deposit inh	CASP6 VEID inh
COc1ccc(OCC(=O)Nc2c3c(nn2-c2ccccc2)CS(=O)(=O)C3)cc1	2.1	-14.3	4.2	-2.1	-1.9	0.7	9.9
Cc1cc(C)c(NC(=O)Cn2ncc3ccccc32)c(C)c1	0.7	6.2	5.3	-8.4	-1.6	8.8	2.7
CCCCN1C(=O)CC(C(=O)O)C1c1ccc(OC)cc1 (configuration not stated)	·	·	1.7	0.9	·	-2.1	·
C[C@H](CO)N1C[C@H](C)[C@@H](CN(C)S(=O)(=O)c2cn(C)cn2)OCc2cnnn2CCCC1=O	1.1&8.1	-4.2	8.6&-5.5	3.0&-5.1	-0.2&-2.4	4.0&2.8	6.3&-0.2
O=C(CC[C@H]1O[C@@H](n2ccc(=O)[nH]c2=O)[C@H](O)[C@@H]1O)NCCN1CCOCC1	-7.3	-4.3	3.5	-4.1	-2.0	14.8	-3.2
COc1ccccc1N1CCN(C(=O)c2sc3ncn(CC(=O)N4CCC(C)CC4)c(=O)c3c2C)CC1	-2.1	-6.7	-25.8	3.7	2.2	4.0	3.3
CN(C)S(=O)(=O)c1ccc2c(c1)C(=NNC(N)=O)c1cc(S(=O)(=O)N(C)C)ccc1-2	-0.9	-20.2	-33.6	-3.8	-0.7	2.9	0.1
NS(=O)(=O)c1ccc(CNC(=O)c2ccc(Br)o2)cc1	·	·	10.7	-4.4	·	2.6	·
COc1ccc(N2CCC(CNC(=O)Nc3ccc(Cl)cc3)C2)cc1 (configuration not stated)	-6.4	-13.7	3.0	7.3	7.6	-1.7	-0.3
COC(=O)c1cccc(Cn2c(Cl)c(/C=N/Nc3ccccc3C)sc2=O)c1	·	12.8	15.1	-2.0	·	-6.1	·
CCO[C@H]1OC(C(=O)N2CCOCC2)=C[C@@H](c2cn(C(C)=O)c3ccccc23)[C@@H]1CCCO	2.0&0.1	-8.9	-8.6	-0.4	-4.5&-6.2	-1.6	-2.5&0.6
COc1cccc(CNC(=O)C23CN(Cc4ccccc4)CC2C(c2ccc([N+](=O)[O-])cc2)=NO3)c1 (configuration not stated)	-3.3	-6.0	-1.7	-6.3	-4.6	-1.8	5.1
COCCN(CCOC)C(=O)c1cc2c(=O)n3ccccc3nc2s1	·	-7.9	-0.3	9.4	·	-2.4	·
COc1cccc(C(=O)CSc2nnc(-c3cc(OC)c(OC)c(OC)c3)o2)c1	·	-21.5	-3.6	-0.4	·	1.0	·
C/C(CC(=O)C(F)(F)F)=N\NC(=O)/C(C#N)=C/N(C)C	0.7	2.4	1.0	16.3	3.2	1.5	16.8
Cc1noc(C)c1S(=O)(=O)Nc1ccc2c(c1)CC(=O)N([C@H](C)CO)C[C@H](C)[C@H](CN(C)S(=O)(=O)c1ccc(F)cc1)O2	-11.0	-18.1&-0.5	2.5	7.3	-6.0	2.2	0.6
O=C(Nc1cccnc1)C1CC(=O)N(c2ccc(F)cc2)C1 (configuration not stated)	-2.0	-3.0	-5.0	0.0	-3.5	0.6	0.3
O=C(NCCCNC(=O)c1cccnc1)c1ccc(Cl)cc1	-0.4	-0.8	-3.2	-3.5	-3.3	-0.1	-0.7
CC(=O)Nc1ccc(-c2nnc(SCC(=O)c3ccc4c(c3)Cc3ccccc3-4)n2C)cc1	-0.2	-0.7	3.8	-2.4	-4.3	·	6.0

Single entries from the list:
O=C(Nc1cccnc1)C1CC(=O)N(c2ccc(F)cc2)C1 (configuration not stated) – CASP6 VEID inh: 0.3
O=C(NCCCNC(=O)c1cccnc1)c1ccc(Cl)cc1 – SIRT5 block: -3.3

Only part of the results is shown (hit frequency here may not be typical).
